# Screens (PubChem BioAssay)
# Tat transport: inhibitors of E. coli Tat protein transport. E. coli MC4100 TorA-mCherry Tat export, fluorescence. inhibition, % at 10 µM. actives 0.036% (n = 340,000). AID 488895;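 active means mean replicate inhibition at least 50% and at least half of replicates individually reaching 50%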;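 further: exported cargo escapes ClpAP degradation while cytoplasmic cargo is degraded and loses fluorescence; 0% = median of neutral control wells and 100% = median of NaSCN control wells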
# CAL PDZ FP-1: blocks peptide binding to the human CAL PDZ domain; Q9HD26; purified CAL PDZ, TMR-peptide fluorescence polarization, 1 h; inhibition, % at 24.9 µM; actives 0.92% (n = 300,000); AID 602252;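 active means mean inhibition of at least 30% with at least half of replicates also reaching 30%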;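 further: 0% = DMSO neutral control and 100% = excess unlabeled competitor peptide PRC23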
# V-ATPase pHluor: yeast V-ATPase proton transport regulation by pHLuorin. S. cerevisiae, pHLuorin cytosolic pH fluorescence. response, % at 10 µM. actives 0.37% (n = 350,000). AID 504577; in the data active means response mostly above about 7.3%, no sharp cut-off; inactive means mostly below about 5.4%; further: actives read high; inactives centre near 0; some compounds called inactive have numbers as strong as hits; reference of the scale not given here
# dFosB act: activators of mouse delta FosB homodimer | P13346 | purified delta FosB, TAMRA-CDK5 oligo fluorescence polarization; percent of positive-control signal above neutral wells | activation, % at 25 µM | actives 0.99% (n = 340,000);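 active means mean activation above about 17%, with every replicate also reaching it, limit read from the data, passing the limit was not always enough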;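 further: fluorescence polarization rise as delta FosB binds a TAMRA Cdk5 AP-1 oligo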
# Target sequence (P13346 whole entry, looked up): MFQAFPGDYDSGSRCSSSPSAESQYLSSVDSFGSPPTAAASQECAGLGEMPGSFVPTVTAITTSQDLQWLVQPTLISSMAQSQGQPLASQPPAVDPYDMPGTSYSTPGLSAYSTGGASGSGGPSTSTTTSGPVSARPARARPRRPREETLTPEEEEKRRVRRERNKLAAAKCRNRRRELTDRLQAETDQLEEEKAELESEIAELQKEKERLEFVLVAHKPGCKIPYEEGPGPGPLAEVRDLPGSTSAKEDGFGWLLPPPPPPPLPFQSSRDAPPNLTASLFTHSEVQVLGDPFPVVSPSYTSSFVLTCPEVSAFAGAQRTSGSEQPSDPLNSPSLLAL
# Wnt bcat act: activators of Wnt/beta-catenin signaling; Wnt/beta-catenin reporter cell assay, activator, plate reader; activation, % at 9.35 µM; actives 1.2% (n = 300,000); in the data active means activation above about 30%, passing the limit was not always enough;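 further: 0% = neutral control wells and 100% = positive control wells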
# CDK5 inh: CDK5/p35 (human) kinase inhibition; Q00535+Q15078; actives 0.01% (n = 330,000); inhibition, % at 10 µM; Recombinant CDK5/p35, ADP-Glo luminescence, 60 min;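 active means highest replicate inhibition of at least 50% and at least 75% of replicates reaching 50%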;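 further: plate controls were DMSO neutral control for no effect and GW8510 at 10 µM for full effect; many of its hits are not listed in these tables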
# MITF act: increases MITF-driven TRPM1 promoter luciferase signal; SK-MEL-5 TRPM1-promoter luciferase, 24 h; % of positive control, neutral wells = 0; actives 0.75% (n = 300,000); AID 588334; activation, % at 12.5 µM;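 active means mean activation of at least 80% with every replicate also reaching 80%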;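 further: 0% = neutral control wells and 100% = parthenolide positive control wells; values of inactives mirror those of a sister screen read the other way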
# RTF Ca sens act: increases calcium sensitivity of human cardiac regulated thin filaments; P19429+P45379; IANBD-labeled TnC RTF fluorescence at EC20 calcium; 0% EC20 calcium, 100% full calcium; activation, % at 7.2 µM; actives 0.24% (n = 340,000); AID 493008;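 active means activation above the mean over all tested compounds plus 3 SD, cut at about 30% in these data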;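 further: rise in fluorescence read as greater calcium sensitivity of cardiac thin filaments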
# Rtt109 HAT inh: blocks Candida albicans Rtt109/Vps75 acetyltransferase activity. Q5AAJ8. purified Rtt109/Vps75, ThioGlo CoA-SH fluorescence, 4 h. inhibition, % at 34.9 µM. actives 0.16% (n = 330,000);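 active means inhibition of at least 50% in every replicate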
# Target sequence (Q5AAJ8 whole entry, looked up): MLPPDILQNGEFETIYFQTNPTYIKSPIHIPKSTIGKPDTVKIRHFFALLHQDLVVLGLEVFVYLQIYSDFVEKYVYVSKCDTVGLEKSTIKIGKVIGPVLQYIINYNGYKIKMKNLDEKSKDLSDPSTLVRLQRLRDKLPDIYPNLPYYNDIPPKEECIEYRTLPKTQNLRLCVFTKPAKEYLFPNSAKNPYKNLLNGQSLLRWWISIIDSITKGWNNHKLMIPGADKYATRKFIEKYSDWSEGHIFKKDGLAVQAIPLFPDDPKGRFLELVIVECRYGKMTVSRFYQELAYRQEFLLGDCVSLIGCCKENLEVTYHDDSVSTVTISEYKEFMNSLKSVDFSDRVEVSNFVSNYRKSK
# CAL PDZ FP-2: blocks peptide binding to human CAL PDZ domain; purified CAL PDZ, TMR-peptide fluorescence polarization, 1 h; inhibition, % at 20 µM; actives 0.02% (n = 330,000); AID 504414;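 active means highest replicate inhibition of at least 40%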;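 further: plate controls were DMSO neutral control wells for no effect and unlabeled competitor peptide control wells for full effect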
#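 material = purified tagged CAL PDZ domain construct (CerCALP) | compound dosing = 20 µM, one dose | times = 1 h at RT | measured by = fluorescence polarization from S- and P-plane intensities, G-factor corrected | read-out = inhibition from polarization loss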
# The depositor's hits bear a star; . = no result given.
entry	SMILES	Tat transport	CAL PDZ FP-1	V-ATPase pHluor	dFosB act	Wnt bcat act	CDK5 inh	MITF act	RTF Ca sens act	Rtt109 HAT inh	CAL PDZ FP-2
1	O=C(O)c1ccc(CNS(=O)(=O)c2ccc(Oc3ccccc3Cl)cc2)cc1	-6	-6	6	-2	0	-0.6	8	-3	6	-0.7
2	CCc1ccc(NC(=O)c2noc3c2CCC3)cc1	6	1	-7	-17	3	0.3	.	-12	16	.
3	C=CCNC(=S)N/N=C/c1ccc(-c2cccc([N+](=O)[O-])c2)o1	-8	-4	3	1	.	-0.1	15	-4	-5	-2.0
4	O=C(CN1CCCCC1)Nc1cccc(Br)c1	-2	0	3	-6	.	1.2	16	-2	11	-2.7
5	CSc1ccc(CNc2ccc(C)c(C)c2)cc1	7	-2	1	1	-1	-4.1	78	2	-5	-2.3
6	COc1ccccc1CCNC(=O)C(=O)NCC1OCCCN1S(=O)(=O)c1ccc(F)cc1C (stereo unspecified)	-4	-1	-2	-8	-4	-0.3	2	6	0	-2.5
7	O=C(OCC(=O)N1CCC(Cc2ccccc2)CC1)c1ccc(CO)cc1	-9	-2	-4	-3	0	0.4	-1	-3	7	-1.1
8	CN1CCN(S(=O)(=O)c2cccc(C(=O)N(Cc3nnc(-c4ccccc4Cl)o3)C3CC3)c2)CC1	2	1	1	-4	2	1.0	5	-3	1	-2.8
9	C/C(=N/NS(=O)(=O)c1cc(C)ccc1C)c1c[nH]c2ccccc12	15	-3	-1	-2	3	-0.5	-7	0	-4	-2.3
10	COc1ccc(OC)c(NC(=O)CCCSc2ccccc2)c1	16	0	-2	-4	0	0.5	.	1	-5	-1.0
11	Cc1cc(C)cc(NC(=S)NC(=O)C2CC2)c1	-6	3	-3	0	-2	0.9	2	-4	-1	-2.2
12	NC(=O)c1nsc(C(=O)N(Cc2ccco2)C(C(=O)NCC2CCCO2)c2ccc(O)cc2)c1N (stereo unspecified)	-10	.	5	-10	-1	-2.3	-9	1	-12	-0.8
13	O=C(N/N=C/c1cccc([N+](=O)[O-])c1)c1cnccn1	3	0	1	-9	2	0.6	9	21	-6	-1.5
14	O=C1C2C3c4ccccc4C(c4ccccc43)[C@@H]2C(=O)N1c1cccnc1 (stereo partly specified)	-6	-2	-1	-1	1	0.1	-4	-6	-1	0.4
15	CCN(CC)CCN(Cc1cc2cc(C)cc(C)c2[nH]c1=O)C(=S)NCc1ccco1	13	1	1	-5	-3	1.9	7	11	-23	-4.8

# Some of the entries so far, in transposed form.
5. CSc1ccc(CNc2ccc(C)c(C)c2)cc1
6. COc1ccccc1CCNC(=O)C(=O)NCC1OCCCN1S(=O)(=O)c1ccc(F)cc1C (stereo unspecified)
7. O=C(OCC(=O)N1CCC(Cc2ccccc2)CC1)c1ccc(CO)cc1
8. CN1CCN(S(=O)(=O)c2cccc(C(=O)N(Cc3nnc(-c4ccccc4Cl)o3)C3CC3)c2)CC1
9. C/C(=N/NS(=O)(=O)c1cc(C)ccc1C)c1c[nH]c2ccccc12
10. COc1ccc(OC)c(NC(=O)CCCSc2ccccc2)c1
11. Cc1cc(C)cc(NC(=S)NC(=O)C2CC2)c1
12. NC(=O)c1nsc(C(=O)N(Cc2ccco2)C(C(=O)NCC2CCCO2)c2ccc(O)cc2)c1N (stereo unspecified)
entry no. | 5 | 6 | 7 | 8 | 9 | 10 | 11 | 12
Tat transport | 7 | -4 | -9 | 2 | 15 | 16 | -6 | -10
CAL PDZ FP-1 | -2 | -1 | -2 | 1 | -3 | 0 | 3 | .
V-ATPase pHluor | 1 | -2 | -4 | 1 | -1 | -2 | -3 | 5
dFosB act | 1 | -8 | -3 | -4 | -2 | -4 | 0 | -10
Wnt bcat act | -1 | -4 | 0 | 2 | 3 | 0 | -2 | -1
CDK5 inh | -4.1 | -0.3 | 0.4 | 1.0 | -0.5 | 0.5 | 0.9 | -2.3
MITF act | 78 | 2 | -1 | 5 | -7 | . | 2 | -9
RTF Ca sens act | 2 | 6 | -3 | -3 | 0 | 1 | -4 | 1
Rtt109 HAT inh | -5 | 0 | 7 | 1 | -4 | -5 | -1 | -12
CAL PDZ FP-2 | -2.3 | -2.5 | -1.1 | -2.8 | -2.3 | -1.0 | -2.2 | -0.8

13. O=C(N/N=C/c1cccc([N+](=O)[O-])c1)c1cnccn1
14. O=C1C2C3c4ccccc4C(c4ccccc43)[C@@H]2C(=O)N1c1cccnc1 (stereo partly specified)
15. CCN(CC)CCN(Cc1cc2cc(C)cc(C)c2[nH]c1=O)C(=S)NCc1ccco1
entry no. | 13 | 14 | 15
Tat transport | 3 | -6 | 13
CAL PDZ FP-1 | 0 | -2 | 1
V-ATPase pHluor | 1 | -1 | 1
dFosB act | -9 | -1 | -5
Wnt bcat act | 2 | 1 | -3
CDK5 inh | 0.6 | 0.1 | 1.9
MITF act | 9 | -4 | 7
RTF Ca sens act | 21 | -6 | 11
Rtt109 HAT inh | -6 | -1 | -23
CAL PDZ FP-2 | -1.5 | 0.4 | -4.8

# The list continues.
entry	SMILES	Tat transport	CAL PDZ FP-1	V-ATPase pHluor	dFosB act	Wnt bcat act	CDK5 inh	MITF act	RTF Ca sens act	Rtt109 HAT inh	CAL PDZ FP-2
16	COC(=O)c1c(NC(=O)CC2NCCNC2=O)sc2c1CCCC2 (stereo unspecified)	-10	-2	-2	4	-2	-1.2	.	1	-2	0.1
17	CC1CC(C)CN(C(=O)C2CCC(CNc3c(N4CCCCC4)c(=O)c3=O)CC2)C1 (stereo unspecified)	-1	.	0	-11	-2	0.0	-1	-4	-5	-0.6
18	CCC(c1nnc(SCC(=O)N(C)c2ccccc2)n1Cc1ccccc1)N(C)C (stereo unspecified)	-7	-4	-4	-12	-1	3.1	-13	0	-5	0.2
19	O=C(CC1SC(N2CCCCC2)=NC1=O)Nc1cccc(C(=O)NCc2ccccc2)c1 (stereo unspecified)	6	-4	1	-9	0	-0.6	11	5	2	-1.1
20	CCCN(C(=O)CSc1n[nH]c(-c2ccc(OC)cc2)n1)c1c(N)n(Cc2ccccc2)c(=O)[nH]c1=O	-2	-5	-6	-4	-2	0.7	0	-11	14	-2.2
21	Cc1cccc(NC(=O)c2cc(=O)c3ccccc3o2)n1	10	-2	2	3	7	0.1	.	-1	8	-1.1
22	O=C(O)C1C2C=CC(C2)C1C(=O)N1CCc2ccccc21 (stereo unspecified)	5	-2	2	-3	-1	-1.0	.	9	3	-2.8
23	O=C(COc1ccccc1F)Nc1c2c(nn1-c1ccccc1)CS(=O)(=O)C2	0	-3	1	0	-2	0.0	4	1	-7	-3.0
24	CCN(CC)CCNC(=O)C1(O)c2cc(Br)ccc2NC(=O)N1c1ccccc1 (stereo unspecified)	3	-4	1	4	0	1.0	1	-2	11	-0.1
